NadD block: inhibitors of Staphylococcus aureus NadD. purified NadD enzyme, colorimetric absorbance read-out. inhibition, % at 20 µM. hit rate 0.78% among 360,000. AID 602399; in the data active means inhibition above about 26%; further: some compounds past the cut are filed as inactive
Scp-1 inhibitor: inhibitors of human Scp-1 phosphatase | Recombinant Scp1, phosphopeptide, malachite green phosphate absorbance | Q9GZU7 | AID 493091 | hit rate 0.88% among 340,000 | inhibition, % at 20 µM;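 active means inhibition above about 50% at 20 µM, limit read from the data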;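 further: plate controls were DMSO wells with enzyme for no effect and wells lacking enzyme for full effect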
Target sequence (Q9GZU7 76-261 limits assumed): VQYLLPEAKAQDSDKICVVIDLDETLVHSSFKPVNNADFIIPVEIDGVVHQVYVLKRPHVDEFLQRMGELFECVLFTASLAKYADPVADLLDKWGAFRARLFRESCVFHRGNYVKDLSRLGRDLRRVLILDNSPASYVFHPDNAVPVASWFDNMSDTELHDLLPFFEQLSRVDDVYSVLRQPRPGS
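Incubation: 45 min enzyme reaction at room temperature / System: truncated SCP-1 phosphatase (76-261aa) / Reagent: Phospho 17-mer peptide substrate / Buffer or medium: Acidic Tris acetate buffer with magnesium and detergent / Signal: absorbance at 630 nm / Doses: one concentration, 20 µM, with 1.0% DMSO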
NRP1-CendR mod: NRP-1/CendR interaction modulation; O14786; FAM-RPARPAR peptide binding to NRP-1, fluorescence polarization; inhibition, % at 25 µM; hit rate 0.85% among 360,000;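 active means inhibition or corrected inhibition above about 18%, plus a signal ratio from 0.5 to 1.5, limit read from the data, passing the limit was not always enough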; further: strong numbers were not always called active
MT1-MMP act inh: blocks activation of human MT1-MMP; AID 651647; P50281; hit rate 0.061% among 360,000; GFP/RFP ratio change, % at 20 µM; HT1080 RFP-PRO-GFP cells, GFP/RFP ratio fluorescence, overnight; percent of plate control window, DMSO zero;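 active means GFP/RFP ratio change of at least 30% with cell ATP level not reduced by more than half and red fluorescence within 50% of control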; further: strong numbers were not always called active
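Assay system: HT1080 cells carrying an RFP-PRO-GFP reporter | Dosing: Single dose of 20 µM compound, 1% DMSO final | Incubation: Cells overnight before dosing, compound overnight, 37 °C, 5% CO2 | Evaluation: GFP/RFP fluorescence ratio | Control set: DMSO and RFP-L50D-GFP cell wells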
Rpn11 inh: inhibitors of human proteasome Rpn11. hit rate 0.59% among 360,000. calls only at 20 µM. human 26S proteasome, Ub4-pepOG fluorescence polarization; 20S core pre-blocked with epoxomicin. AID 588493;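 active means inhibition at 20 µM, scaled to each plate's controls, above about 33%, limit read from the data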
Target sequence (O00487 whole entry, looked up): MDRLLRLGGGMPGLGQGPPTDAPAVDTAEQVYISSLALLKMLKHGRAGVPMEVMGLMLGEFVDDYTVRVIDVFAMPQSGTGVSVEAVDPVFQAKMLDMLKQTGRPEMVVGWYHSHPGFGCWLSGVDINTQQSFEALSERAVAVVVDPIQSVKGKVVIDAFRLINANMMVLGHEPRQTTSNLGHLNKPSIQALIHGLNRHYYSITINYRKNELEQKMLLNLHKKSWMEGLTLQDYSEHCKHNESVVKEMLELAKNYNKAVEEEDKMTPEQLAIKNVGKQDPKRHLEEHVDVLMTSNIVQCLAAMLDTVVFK
SUMO1-SIM PPI: modulators of human SUMO1-mediated protein-protein interactions; P63165; hit rate 0.33% among 360,000; inhibition, % at 20 µM; SUMO1 binding to a labelled peptide, TR-FRET, 1 h; in the data active means inhibition above about 37%
Target sequence (P63165 whole entry, looked up): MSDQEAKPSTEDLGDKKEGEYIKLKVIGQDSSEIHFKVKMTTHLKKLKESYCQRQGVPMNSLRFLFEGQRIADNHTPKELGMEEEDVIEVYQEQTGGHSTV
SKN-1 inh: inhibitors of C. elegans SKN-1 | hit rate 0.49% among 360,000 | inhibition, % at 21.8 µM | C. elegans VP596 Pgst-4::GFP/RFP ratio, acrylamide-induced, 24 h;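 active means interference check ratio from 0.5 to 1.5 plus GFP to RFP signal ratio inhibition reaching or exceeding a fixed threshold, cut at about 30% in these data, passing the limit was not always enough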; further: some compounds called inactive have numbers as strong as hits
STEP inh: inhibitors of human striatal-enriched phosphatase STEP | hit rate 0.25% among 360,000 | AID 588621 | recombinant STEP, OMFP fluorogenic substrate, fluorescence | inhibition, % at 20 µM;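 active means inhibition at 20 µM, scaled per plate between control wells, above about 37%, limit read from the data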;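 further: 0% = DMSO with enzyme and substrate and 100% = substrate only without enzyme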
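System: isolated STEP enzyme; schedule: 20 min enzyme reaction at room temperature, protected from light; medium: Bis-Tris buffer pH 6.0, 2.5 mM DTT, 0.005% Tween 20; signal: fluorescence, 480/540 nm; dosing: single compound dose of 20 µM, 1% DMSO final; also added: OMFP substrate, 25 µM final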
DNMT1 inh: DNMT1 (human) enzyme inhibition | AID 588458 | DNMT1 molecular beacon, Hinp1I cleavage, fluorescence | inhibition (reported as % activation of signal), % at 10 µM | P26358 | hit rate 0.83% among 360,000; in the data active means inhibition above about 50%
LMPTP inh: blocks human LMPTP phosphatase; P24666; recombinant LMPTP-A, OMFP fluorogenic substrate, fluorescence intensity; inhibition, % at 20 µM; hit rate 0.22% among 360,000;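 active means compounds that cut the enzyme signal by at least half of the control window in the single-dose screen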;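 further: plate controls were DMSO wells with enzyme plus substrate for no effect and substrate without enzyme for full effect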
Target sequence (P24666 whole entry, looked up): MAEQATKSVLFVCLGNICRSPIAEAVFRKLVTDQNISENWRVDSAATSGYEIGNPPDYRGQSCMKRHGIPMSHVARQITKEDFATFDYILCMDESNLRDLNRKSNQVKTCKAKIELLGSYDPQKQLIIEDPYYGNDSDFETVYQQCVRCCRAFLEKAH
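Assay system: LMPTP-A, protein tyrosine phosphatase of low molecular weight / Medium: pH 6.0 Bis-Tris buffer with DTT and Triton X-100 / Schedule: 50 min enzyme reaction at room temperature, protected from light / Measured by: endpoint fluorescence intensity from OMFP dephosphorylation / Read-out basis: % inhibition relative to no-enzyme and uninhibited control wells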
* marks the source's active call; other numbers are inactive results; i = inactive; . = not tested or not shown.

Values in the order: NRP1-CendR mod | DNMT1 inh | Scp-1 inhibitor | SKN-1 inh | Rpn11 inh | STEP inh | SUMO1-SIM PPI | NadD block | LMPTP inh | MT1-MMP act inh
> CC(C)N=c1scc(-c2cccs2)n1/N=C/c1ccc(O)c(O)c1O
→ -3 | -11 | 15 | 5 | i | -2 | -10 | 31* | 4.9 | -24
> O=C(N1CCOCC1)C1(c2ccccc2)CCCCC1
→ -1 | 1 | -4 | -8 | i | 2 | -2 | 5 | -1.7 | 1
> CCNC(=S)N(Cc1ccc2c(c1)OCO2)C1CC(=O)N(c2ccc(OC)cc2)C1=O (stereo not drawn)
→ 1 | -7 | -4 | -6 | i | -3 | -4 | 2 | -0.7 | -3
> COC(=O)c1ccc(-c2ccc(/C=N/N3C(=O)C4C5C=CC(CC5)C4C3=O)o2)cc1 (stereo not drawn)
→ 2 | 0 | 1 | -15 | i | 1 | -22 | -6 | -0.4 | -2
> ClC1CCCCC1n1nnc2ccccc21 (stereo not drawn)
→ -7 | 3 | -7 | 9 | i | -2 | 2 | 2 | -3.0 | 1
> Cc1nn(-c2ccccc2)c(N)c1C(O)(CSc1nccn1C)C(F)(F)F (stereo not drawn)
→ 2 | 1 | -8 | -1 | i | -2 | 0 | 11 | -0.5 | 0
> CCN(CC(=O)Nc1c(F)cccc1F)C(=O)CCCc1c[nH]c2ccccc12
→ 16 | -1 | -2 | -21 | i | -1 | 3 | -3 | 0.3 | 1
> CCOC(=O)c1ccc(NS(=O)(=O)c2ccc3c(c2)n(C)c(=O)n3C)cc1
→ -3 | -4 | -1 | -6 | i | -2 | -2 | -6 | -1.1 | 2
> Cc1cc(C)c(S(=O)(=O)Nc2nnc(C(C)C)s2)c(C)c1
→ 0 | 1 | -6 | 1 | i | -2 | 7 | 3 | -0.9 | 1
> Cc1c(Cl)cccc1N/C(SCC(=O)N1CCCCCC1)=C(/C#N)c1nc2ccccc2s1
→ -19 | -6 | -19 | 2 | i | 2 | 0 | 18 | 2.5 | -54
> COc1ccc(C(=O)OCC(=O)c2c(N)n(C)c(=O)n(C)c2=O)c(OC)c1OC
→ 8 | -1 | -1 | -5 | i | -1 | 2 | -2 | -1.1 | 1
> Cc1ccc(S(=O)(=O)CCc2nnc(NC(=O)C3CCCCC3)s2)cc1
→ 4 | 7 | -5 | -6 | i | 2 | 5 | -5 | -1.2 | 4
> COc1cnc(-c2ccccn2)nc1NC(C)C
→ 2 | 4 | -11 | 5 | i | 3 | 0 | 0 | -0.1 | -3
> Cc1nc(C)c(CCNC(=O)c2ccccc2)s1
→ 5 | 1 | -1 | 1 | i | -4 | 0 | -1 | -1.5 | 6
> CC(C)COc1cccc(C(=O)Nc2ccc(N3CCOCC3)cc2N2CCOCC2)c1
→ 11 | -1 | 1 | -6 | i | 1 | 3 | -2 | 1.2 | -2
> Nc1nc(-c2ccc(Cl)cc2)nn1C(=O)c1cccs1
→ -8 | 8 | -5 | 8 | i | 0 | 4 | -9 | -0.3 | -2
> CN1CCN(C(=O)CCc2ccc(S(=O)(=O)NC3CCCCC3)cc2)CC1
→ 1 | -4 | -6 | 6 | i | 0 | 4 | 1 | 1.5 | 5
> CCN(CC)S(=O)(=O)c1ccc(NC(=O)c2cc(-c3cccs3)nc3ccccc23)cc1
→ -11 | 17 | -5 | 3 | i | 2 | -2 | 17 | 2.5 | 2
> CCn1cc(Br)c(C(=O)NCc2ccco2)n1
→ -6 | 5 | -2 | -7 | i | 0 | 1 | -4 | -1.8 | 2
> O=C(CCCCCNC(=O)c1ccccc1)N/N=C/c1ccccc1O
→ -2 | 2 | -8 | 5 | i | -3 | 2 | -3 | -1.8 | 3

An excerpt from above in order of SMILES length, falling.
Values in the order: NRP1-CendR mod | DNMT1 inh | Scp-1 inhibitor | SKN-1 inh | Rpn11 inh | STEP inh | SUMO1-SIM PPI | NadD block | LMPTP inh | MT1-MMP act inh
> COC(=O)c1ccc(-c2ccc(/C=N/N3C(=O)C4C5C=CC(CC5)C4C3=O)o2)cc1 (stereo not drawn)
→ 2 | 0 | 1 | -15 | i | 1 | -22 | -6 | -0.4 | -2
> CCN(CC)S(=O)(=O)c1ccc(NC(=O)c2cc(-c3cccs3)nc3ccccc23)cc1
→ -11 | 17 | -5 | 3 | i | 2 | -2 | 17 | 2.5 | 2
> Cc1c(Cl)cccc1N/C(SCC(=O)N1CCCCCC1)=C(/C#N)c1nc2ccccc2s1
→ -19 | -6 | -19 | 2 | i | 2 | 0 | 18 | 2.5 | -54
> COc1ccc(C(=O)OCC(=O)c2c(N)n(C)c(=O)n(C)c2=O)c(OC)c1OC
→ 8 | -1 | -1 | -5 | i | -1 | 2 | -2 | -1.1 | 1
> CC(C)COc1cccc(C(=O)Nc2ccc(N3CCOCC3)cc2N2CCOCC2)c1
→ 11 | -1 | 1 | -6 | i | 1 | 3 | -2 | 1.2 | -2
> Cc1ccc(S(=O)(=O)CCc2nnc(NC(=O)C3CCCCC3)s2)cc1
→ 4 | 7 | -5 | -6 | i | 2 | 5 | -5 | -1.2 | 4
> Cc1cc(C)c(S(=O)(=O)Nc2nnc(C(C)C)s2)c(C)c1
→ 0 | 1 | -6 | 1 | i | -2 | 7 | 3 | -0.9 | 1
> Nc1nc(-c2ccc(Cl)cc2)nn1C(=O)c1cccs1
→ -8 | 8 | -5 | 8 | i | 0 | 4 | -9 | -0.3 | -2
> O=C(N1CCOCC1)C1(c2ccccc2)CCCCC1
→ -1 | 1 | -4 | -8 | i | 2 | -2 | 5 | -1.7 | 1
> CCn1cc(Br)c(C(=O)NCc2ccco2)n1
→ -6 | 5 | -2 | -7 | i | 0 | 1 | -4 | -1.8 | 2
> COc1cnc(-c2ccccn2)nc1NC(C)C
→ 2 | 4 | -11 | 5 | i | 3 | 0 | 0 | -0.1 | -3
> ClC1CCCCC1n1nnc2ccccc21 (stereo not drawn)
→ -7 | 3 | -7 | 9 | i | -2 | 2 | 2 | -3.0 | 1

Two of the compounds above, with bars between the fields:
molecule | NRP1-CendR mod | DNMT1 inh | Scp-1 inhibitor | SKN-1 inh | Rpn11 inh | STEP inh | SUMO1-SIM PPI | NadD block | LMPTP inh | MT1-MMP act inh
CC(C)COc1cccc(C(=O)Nc2ccc(N3CCOCC3)cc2N2CCOCC2)c1 | 11 | -1 | 1 | -6 | i | 1 | 3 | -2 | 1.2 | -2
Cc1cc(C)c(S(=O)(=O)Nc2nnc(C(C)C)s2)c(C)c1 | 0 | 1 | -6 | 1 | i | -2 | 7 | 3 | -0.9 | 1

The listing continues.
Values in the order: NRP1-CendR mod | DNMT1 inh | Scp-1 inhibitor | SKN-1 inh | Rpn11 inh | STEP inh | SUMO1-SIM PPI | NadD block | LMPTP inh | MT1-MMP act inh
> COc1ccc([C@H]2C[C@H](n3cc(-c4ccc(F)cc4)nn3)[C@@H](O)CN2CC2CCCCC2)cc1
→ -8 | 0 | . | -11 | i | 0 | -1 | 1 | 2.0 | 5
> COc1ccccc1C(=O)NC(CCSC)C(=O)NCC(c1ccccc1OC)N1CCCC1 (stereo not drawn)
→ -5 | 4 | -2 | -6 | i | 1 | 0 | -7 | -0.8 | -1
> COc1ccc(NC(=O)C2Cc3c(-c4ccc5c(c4)OCO5)ccnc3O2)cn1 (stereo not drawn)
→ -7 | 2 | . | 23 | i | 1 | 2 | 0 | -0.9 | 9
> Cc1ccc(C)c(NC(=O)CCC(=O)NNS(=O)(=O)c2ccc(Cl)cc2)c1
→ 1 | 29 | 3 | -9 | i | -2 | -2 | 0 | -1.5 | -1
> CCCC1(c2ccccc2)NC(=O)N(CC(=O)Nc2ccc(N3CCOCC3)cc2)C1=O (stereo not drawn)
→ 8 | 0 | -5 | 1 | i | 2 | 4 | -1 | -1.2 | -2
> Cc1ccc(C(c2nnnn2C2CCCC2)N2c3ccccc3CC2C)cc1 (stereo not drawn)
→ -6 | -1 | -7 | 17 | i | 0 | -2 | -4 | 1.6 | -1
> O=C(CN1CCN(c2ccccc2F)CC1)NCc1ccc(Cl)cc1
→ -9 | 2 | -5 | 27 | i | 2 | -3 | 3 | -0.1 | 2
> O=C(Nc1ccc(Cl)cc1)c1cccc(S(=O)(=O)Nc2ccccn2)c1
→ 15 | -1 | -3 | 12 | i | -2 | 8 | 1 | 0.5 | 1
> c1ccc(Nc2nn[nH]n2)cc1
→ -14 | 0 | -4 | 5 | i | -4 | 2 | 1 | -1.4 | 4
> O=C(Nc1ccc2oc(=O)ccc2c1)c1ccco1
→ 7 | 1 | -1 | 11 | i | 0 | -4 | -4 | -1.0 | -2
> N#Cc1ccc(NN=Nc2ccccc2C#N)cc1
→ -6 | -3 | . | 16 | i | 0 | -17 | -5 | 1.0 | 3
> N#CCCSCc1ccc(OCC(=O)O)cc1
→ -9 | 1 | -2 | 7 | i | 2 | -2 | 7 | -2.1 | -1
> N#Cc1ccc(-c2nc3cc(Cl)ccc3c(=O)n2O)cc1
→ -7 | 0 | -3 | 8 | i | 2 | -1 | -1 | -1.5 | 1
> O=C(COC(=O)C12CC3CC(CC(C3)C1)C2)Nc1ccccc1F
→ 10 | -3 | -37 | 3 | i | -5 | 3 | -4 | 1.1 | 1
> C/C(=N\NC(=O)CN1CCN(Cc2ccccc2)CC1)c1cccs1
→ 6 | 3 | -11 | -4 | i | 0 | -10 | -3 | -1.3 | 6
> O=C(COC(=O)/C=C/c1ccc([N+](=O)[O-])cc1)NC(=O)NC1CCCCC1
→ 3 | -1 | -1 | 16 | i | 0 | -21 | -1 | 1.3 | 1
> COc1ccc(NC(=O)c2ccc(CNc3c(N4CCCC4)c(=O)c3=O)cc2)cc1Cl
→ -1 | 1 | -4 | -10 | i | 0 | 58* | 7 | 3.6 | -3
> COc1cc2[nH]c3c(=O)n(CCN4CCOCC4)cnc3c2cc1OC
→ -7 | -1 | 21 | -2 | i | 4 | 0 | 0 | -1.1 | 9
> COc1ccc(/C=C/C(=O)NC(=S)N2CCCC(C(N)=O)C2)cc1 (stereo not drawn)
→ 11 | 0 | -1 | 4 | i | 1 | -13 | 2 | 0.4 | -8
> COCCSc1nnc(NC(=O)c2cc(C(=O)OC)cc([N+](=O)[O-])c2)s1
→ 9 | 0 | -4 | 7 | i | -1 | -14 | 5 | 0.3 | 1
> CC(=O)Nc1ccc(-c2cc3ccccc3o2)cc1
→ -8 | 1 | -14 | 24 | i | 3 | -6 | 2 | -0.3 | 2
> O=C(CSc1nnc(CNC(=O)c2ccc(F)cc2)o1)Nc1nccs1
→ -4 | 3 | -6 | -22 | i | -1 | 6 | 0 | -0.8 | -5
> CCCOc1ccc(/C=C2\SC(=S)N(CC3CCCO3)C2=O)cc1 (stereo not drawn)
→ -10 | 7 | -9 | 8 | i | 4 | -11 | 2 | 1.2 | 4
> CCCC(=O)C1=C(O)C(C(=O)OC)C(C)(C)CC1=Nc1ccc(OC)cc1 (stereo not drawn)
→ 6 | 5 | 5 | 8 | i | -1 | 0 | -2 | -0.1 | 3
